Screens deposited in PubChem BioAssay by several laboratories.
STAT3 activator: IL-6 driven STAT3 reporter potentiators, primary screen, U3A cells, luciferase, luminescence, MLSCN library; activation (% of control), % at 5.6 µM; IL-6 STAT3-luciferase reporter; 100% = signal with IL-6 EC80 alone; 190,000 tested, 0.91% active;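 active = activation above the screen-wide mean of compound activation plus 3 SD, cut at about 130% in these data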;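 note: 0% = background luminescence of wells with medium and substrate only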
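Material: human U3A cells carrying STAT3-luciferase construct. Measured by: reporter luminescence signal. Timing: compound 1 h, then IL-6 6 h at 37 °C.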
FLuc act counter: FLuc activators, initial screening, artefact control for FLuc-dependent activation tests, biochemical, ATPlite luminescence. Luciferin 4-monooxygenase (Photinus pyralis), P08659. ATPlite luciferase biochemical, 10 min; 0 = ATP-free wells, 1 = DMSO control. activation factor at 10 µM. 200,000 tested, under 10 active;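 active = luciferase activation factor, scaled between plate controls, of at least 2 with compound at 10 µM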
Target sequence (P08659 whole entry, looked up): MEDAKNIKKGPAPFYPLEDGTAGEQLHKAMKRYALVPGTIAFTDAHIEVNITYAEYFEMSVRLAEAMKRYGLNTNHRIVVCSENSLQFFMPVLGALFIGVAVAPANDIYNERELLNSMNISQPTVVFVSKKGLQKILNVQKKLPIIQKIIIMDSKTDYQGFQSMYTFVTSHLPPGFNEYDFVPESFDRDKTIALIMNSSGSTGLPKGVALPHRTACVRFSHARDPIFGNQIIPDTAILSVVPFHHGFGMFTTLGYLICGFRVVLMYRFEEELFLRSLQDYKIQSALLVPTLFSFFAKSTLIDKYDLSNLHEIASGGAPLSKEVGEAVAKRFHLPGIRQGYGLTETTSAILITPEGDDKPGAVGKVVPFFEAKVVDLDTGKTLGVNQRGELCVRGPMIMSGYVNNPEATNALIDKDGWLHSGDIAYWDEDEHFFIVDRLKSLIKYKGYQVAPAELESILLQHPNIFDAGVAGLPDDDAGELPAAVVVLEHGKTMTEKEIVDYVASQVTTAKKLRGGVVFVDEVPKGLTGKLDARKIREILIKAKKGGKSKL
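Material: Luciferase/luciferin reagent mix; Doses: test compounds dosed from 2 mM stocks in 100% DMSO; Schedule: 10 min incubation after luciferase reagent addition, room temperature; Measured by: luminescence from luciferase reaction; Read-out: luminescence gain marking luciferase activators.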
ROMK mod: ROMK potassium channel modulators, primary screen, cell-based, thallium flux, MLSMR library. ATP-sensitive inward rectifier potassium channel 1 (Homo sapiens), P48048. Tet-inducible ROMK, thallium flux fluorescence; actives lie on both sides. B-score at 10 µM. 130,000 tested, 2% active;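 active = signal ratio slope over the read window, or its plate-corrected B-score, at least 3 SD from the plate mean, either direction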;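 note: B-score of the F/F0 ratio slope over 7 to 12 s after thallium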
Target sequence (P48048 whole entry, looked up): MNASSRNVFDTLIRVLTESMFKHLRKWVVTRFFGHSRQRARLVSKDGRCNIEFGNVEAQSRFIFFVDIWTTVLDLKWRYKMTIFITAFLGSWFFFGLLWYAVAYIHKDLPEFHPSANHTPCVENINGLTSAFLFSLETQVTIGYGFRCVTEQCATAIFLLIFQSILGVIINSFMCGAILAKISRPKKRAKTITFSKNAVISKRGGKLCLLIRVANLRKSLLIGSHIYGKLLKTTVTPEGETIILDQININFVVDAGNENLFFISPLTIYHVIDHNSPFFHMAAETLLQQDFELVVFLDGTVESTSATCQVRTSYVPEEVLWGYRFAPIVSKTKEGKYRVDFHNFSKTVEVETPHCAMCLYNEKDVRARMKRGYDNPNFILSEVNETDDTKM
STAT3 blocker: IL-6 driven STAT3 reporter inhibitors, primary screen, U3A cells, luciferase, luminescence, MLSCN library; IL-6 STAT3-luciferase reporter; host cell line lacks STAT1; inhibition, % at 5.5 µM; 190,000 tested, 0.89% active;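 active = inhibition above the mean inhibition across all screened compounds plus 3 SD, cut at about 44% in these data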;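 note: 0% = DMSO only wells and 100% = 100 µM nifuroxazide control wells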
APP transl inh: inhibitors of APP translation via 5'UTR reporter, primary screen, APP 5'UTR luciferase, SH-SY5Y cells; SH-SY5Y APP 5'UTR-luciferase reporter, luminescence; inhibition, % at 2 µM; AID 1285, 2008; 190,000 tested, 0.82% active;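 active = inhibition above a set limit, derived from the sample mean plus 3 SD, cut at about 45% in these data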; note: values of inactives mirror those of a sister screen read the other way
FLuc inh counter: firefly luciferase enzyme inhibitors, primary screen, artefact control for luciferase-based inhibitor screens, biochemical, luminescence, ATPLite; AID 1006, 2008; 200,000 tested, 1.5% active; inhibition, % at 10 µM; 10 min;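 active = inhibition above about 50% when tested at 10 µM, limit read from the data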
STAT1 act: STAT1 signaling activators, primary screen, cell-based, HTS, luciferase reporter | activation (% of control), % at 5.5 µM | AID 932, 2007 | 200,000 tested, 2.6% active | NIH 3T3 STAT1-luciferase reporter, IFN-gamma, luminescence; 100% = IFN-gamma alone, no compound;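 active = activation above the screen-wide mean activation plus 3 SD, cut at about 130% in these data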;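 note: raw ratio to IFN-gamma control signal so 100% means no change and 0% no light; values of inactives mirror those of a sister screen read the other way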
APP 5'UTR act: activators of APP 5'UTR luciferase reporter, primary screen, SH-SY5Y cells | AID 1276, 2008 | activation, % at 2 µM | SH-SY5Y APP 5'UTR luciferase reporter, luminescence; zero percent = DMSO vehicle wells | 190,000 tested, 1% active;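 active = activation above a set limit, based on mean plus 3 SD of controls, cut at about 140% in these data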; note: values of inactives mirror those of a sister screen read the other way
NF-kB neuron act: activators of NF-kB expression in neurons, primary screen, cell-based, HTS; human neuronal cells, NF-kB reporter expression; active compounds read high; fold change at 12.5 µM; 190,000 tested, 1.6% active; AID 1239, 2008; in the data active = fold change above about 3.3
STAT1 inh: STAT1 signaling inhibitors, primary screen, cell-based, HTS, luciferase reporter | NIH 3T3 STAT1-luciferase reporter, IFN-gamma, luminescence | inhibition, % at 5.5 µM | 200,000 tested, 0.35% active | AID 920, 2007;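 active = inhibition above a set limit, the mean inhibition across all tested compounds plus 3 SD, cut at about 34% in these data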;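 note: 0% = IFN-gamma with DMSO and 100% = IFN-gamma with 300 µM nifuroxazide; values of inactives mirror those of a sister screen read the other way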
* hit, by the source's call; . = no result given. Rows are unselected; overall some 7.1% were active at least once.

SMILES	STAT3 activator	FLuc act counter	ROMK mod	STAT3 blocker	APP transl inh	FLuc inh counter	STAT1 act	APP 5'UTR act	NF-kB neuron act	STAT1 inh
COc1cc(NC(=O)CCn2c(=O)[nH]c3ccsc3c2=O)cc(OC)c1	88.4	1	.	18.1	12.9	3.4	92.8	-12.9	1.17	7.8
C=CCN=c1scc(C)n1/N=C/c1ccc(O)c(O)c1	87.4	0.9	-2.25	19.5	-7.8	9.2	111.2	7.8	2.03	-12.3
CNc1ccc(Br)cc(C(=O)/C=C/c2cc(OC)ccc2OC)c1=O	94.2	1	.	10.7	-2.1	-1.4	109.2	2.1	1.81	-9.9
CC12CC(NC(=O)N1CCc1ccccc1)c1ccccc1O2 (configuration not stated)	87.0	1	.	21.1	1.2	1.6	97.0	-1.2	1	3.3
COc1ccccc1CNC(=O)COC(=O)c1ccc(NC(N)=O)cc1	111.2	1	-0.875	-6.4	-5.6	-4.9	119.0	5.6	0.99	-19.6
COc1ccc(S(=O)(=O)Nc2ccccc2C(=O)OC2CCCN(C)C2)cc1OC (configuration not stated)	103.5	1.1	.	-0.8	5.9	-10.3	105.7	-5.9	0.95	-6.2
COc1cccc(=O)c2c(C)oc(C)c12	93.4	1.1	-0.837	11.8	-12.7	-12.1	96.7	12.7	1.05	3.7
Fc1ccc2nc(Nc3nc4c(s3)CCCC4)sc2c1	146.7*	0.9	0.0662	-54.6	-142.6	7.1	161.7*	142.6*	3.04	-68.2
O=C(COc1ccc(Br)cc1CO)Nc1ccccc1F	95.9	1.1	.	4.3	-38.8	-11.5	127.9	38.8	2	-30.2
COc1c(C)cc(S(=O)(=O)N2CCCC2)c(C)c1C	105.1	1.1	1.74	-5.9	5.5	-5.7	105.3	-5.5	1.11	-5.7
COc1ccc(C(c2c(NC(=O)c3ccccc3)sc(C)c2C)N2CCN(CCO)CC2)cc1 (configuration not stated)	105.5	1	-1.27	-9.4	7.4	2.0	113.3	-7.4	0.6	-14.9
Cc1ccc(NC(=O)COC(=O)CN2C(=O)NC(C)(C)C2=O)cc1S(=O)(=O)N1CCOCC1	104.2	1	0.106	3.7	-16.1	-1.3	102.6	16.1	0.88	-2.6
O=c1cc(O)c2c(=O)n(-c3ccccc3)c3ccccc3c2o1	113.2	1	0.117	-10.7	1.9	0.8	105.6	-1.9	0.98	-6.1
Cc1ccc(NNC2CC(=O)N(c3cccc(Cl)c3)C2=O)cc1 (configuration not stated)	82.7	1	.	24.5	-20.8	-2.4	99.0	20.8	.	-0.8
Oc1ccc(-n2cnnn2)cc1	100.4	1	.	1.0	12.3	0.1	100.0	-12.3	0.89	0.0
CSc1cccc(CN2CCCC(CO)(Cc3cccc(Cl)c3)C2)c1 (configuration not stated)	103.5	1	-0.153	1.9	4.0	1.1	99.2	-4.0	1.15	0.7
COc1ccc(CCN2C(=O)/C(=C\c3ccco3)SC2=S)cc1OC	101.3	1	-0.433	0.3	-6.1	1.5	95.4	6.1	1	4.8
C=CCNC(=O)C(=O)N/N=C/c1ccco1	97.1	1.1	.	2.8	-12.0	-8.7	92.8	12.0	1.13	8.0
O=C(O)CCC(=O)Nc1sc2c(c1C(=O)Nc1ccccc1)CCCCC2	103.4	0.9	.	-2.5	6.3	9.6	108.6	-6.3	1.16	-10.4
Cc1cnc(C(=O)OCC(=O)N2c3ccccc3CC2C)cn1 (configuration not stated)	100.1	1.1	0.00084	5.1	4.0	-7.9	100.9	-4.0	1.26	-2.3
CCOc1ccccc1C1CC(=O)Nc2cc3c(cc21)OCCO3 (configuration not stated)	103.2	1	1.46	0.7	13.7	-4.8	96.1	-13.7	2.09	4.3
COc1ccc(CN2C(=O)NC3(CCOc4ccccc43)C2=O)cc1F (configuration not stated)	99.1	1.1	.	-0.4	2.6	-8.2	95.0	-2.6	1.01	5.5
CCOC(=O)C1CCCN(C(=O)c2ccc(Cl)c(S(=O)(=O)N3CCCCC3)c2)C1 (configuration not stated)	92.8	1	-0.381	11.1	-49.3	-4.0	98.7	49.3	1.04	1.2
COc1ccc(OC)c(NC(=O)C2CCN(S(C)(=O)=O)CC2)c1	98.5	1	.	5.6	11.9	-3.4	97.7	-11.9	0.98	2.5
CC(C)N1C(=O)C(O)(C2COC(C)(C)CC2=O)c2ccccc21 (configuration not stated)	100.4	1	0.13	4.1	-18.9	-2.6	97.3	18.9	0.98	1.3
Cc1ccc(CCNC(=O)C2CCCN(S(=O)(=O)c3cnc[nH]3)C2)cc1 (configuration not stated)	97.8	1.1	.	7.8	-15.4	-9.1	101.6	15.3	1.13	-1.7
Cc1cc(C)nc(NC2=NCC(=O)N2c2ccccc2)n1	108.0	1	0.157	-4.6	-0.2	3.5	101.3	0.2	1.03	-1.4
Cc1ccccc1NC(=S)NCCc1ccccn1	99.0	1.1	1.18	7.5	-8.2	-5.6	103.8	8.2	0.99	-4.2
CS(=O)(=O)c1ccc2nnn(OCC(=O)Nc3ccc(Br)cc3Br)c2c1	100.4	1	-0.0294	5.3	29.9	2.3	106.4	-29.9	1.02	-6.9
COc1ccc(OC)c(NC(=O)CCN2CCN(Cc3ccccc3)CC2)c1	101.3	1	0.193	1.1	1.3	-3.2	97.5	-1.4	1.25	2.7
CCCCOc1ccc(N(CC(=O)NC2CCCC2)C(=O)CCC(=O)Nc2ccccn2)cc1	99.4	1	0.0026	0.4	-7.0	-4.7	100.8	7.0	1.1	-0.8
COc1ccc(Cc2nnc(NC(=O)c3cccs3)s2)cc1OC	109.7	1	0.253	-3.3	3.7	-3.5	106.7	-3.7	0.98	-7.6
Cc1c(C(=O)N2CCCC2)sc(NC(=O)c2ccc(Cl)cc2)c1C#N	93.2	1	.	10.2	-6.9	-3.8	104.2	7.0	1.06	-5.8
O=C(Nc1ccc(N2CCOCC2)cc1)C1CCN(S(=O)(=O)c2ccc3c(c2)OCCO3)CC1	99.5	1	0.883	1.9	-12.2	-0.2	96.4	12.2	1.1	2.4
COc1cc2ncnc(NCc3ccc(C)o3)c2cc1OC	97.8	1	-0.333	8.8	-4.3	-0.1	92.1	4.3	0.86	6.6
CCN(CC)S(=O)(=O)c1ccc(/C=C/C(=O)OCC(=O)N(C(C)C)C(C)C)cc1	103.2	1	-0.4	-3.2	-0.3	1.0	98.3	0.3	0.87	2.5
CN(/N=C/c1ccc([N+](=O)[O-])o1)c1ccccc1	87.2	1	-1.24	20.0	-20.3	2.2	135.0*	20.3	1.55	-37.4
O=C(CNC(=O)c1ccc(S(=O)(=O)N2CCCC2)cc1)N/N=C/c1ccccc1	100.8	1.1	0.178	1.4	-2.0	-5.8	98.8	2.0	1.08	1.4
C#CCOCCOCCOCCNc1nc(N2CCN(C(=O)[C@H](CCCCN)n3cc([C@@H](N)C(C)CC)nn3)CC2)nc(N2CCN(C(=O)[C@H](CCCCN)n3cc([C@@H](N)CO)nn3)CC2)n1 (some centres not stated)	.	1	.	.	-11.1	-0.7	107.7	11.1	1.17	-6.6
COc1ccc(S(=O)(=O)N(CC(=O)NC2CC2)c2ccc(C)cc2)cc1OC	100.8	1.1	.	3.2	10.2	-8.5	102.5	-10.2	1.24	-2.8
CN(CCOc1ccccc1)S(=O)(=O)c1ccc2oc3ccccc3c2c1	103.1	1.1	.	7.8	5.9	-7.4	96.5	-5.9	0.88	3.9
Cc1ccc(CNC(=O)c2sc3ccc(S(=O)(=O)N4CCCCC4)cc3c2N)cc1	103.4	1.1	.	-4.5	-25.6	-5.5	114.4	25.6	0.95	-15.8
Fc1ccc(-c2n[nH]c(=S)n2/N=C/c2c[nH]c3ccccc23)cc1	96.0	1.1	.	0.5	-2.5	-8.5	92.4	2.5	0.99	8.3
CCOc1ccc(C(=O)C(C)=O)c(OCC)c1	101.2	1.1	-0.0518	3.9	13.5	-6.2	98.0	-13.5	1.4	0.8
O=c1cc(O)c(-c2ccccc2Cl)c(Cl)[nH]1	99.1	1.1	-0.0237	5.6	2.0	-7.7	97.3	-2.0	0.96	2.9

Two entries picked at random from the list so far, as already listed:
SMILES	STAT3 activator	FLuc act counter	ROMK mod	STAT3 blocker	APP transl inh	FLuc inh counter	STAT1 act	APP 5'UTR act	NF-kB neuron act	STAT1 inh
O=C(CNC(=O)c1ccc(S(=O)(=O)N2CCCC2)cc1)N/N=C/c1ccccc1	100.8	1.1	0.178	1.4	-2.0	-5.8	98.8	2.0	1.08	1.4
CCN(CC)S(=O)(=O)c1ccc(/C=C/C(=O)OCC(=O)N(C(C)C)C(C)C)cc1	103.2	1	-0.4	-3.2	-0.3	1.0	98.3	0.3	0.87	2.5

Results in FLuc act counter, FLuc inh counter and NF-kB neuron act, for some of the entries so far:
compound	FLuc act counter	FLuc inh counter	NF-kB neuron act
CN(CCOc1ccccc1)S(=O)(=O)c1ccc2oc3ccccc3c2c1	1.1	-7.4	0.88
COc1ccc(Cc2nnc(NC(=O)c3cccs3)s2)cc1OC	1	-3.5	0.98
O=C(Nc1ccc(N2CCOCC2)cc1)C1CCN(S(=O)(=O)c2ccc3c(c2)OCCO3)CC1	1	-0.2	1.1
Fc1ccc(-c2n[nH]c(=S)n2/N=C/c2c[nH]c3ccccc23)cc1	1.1	-8.5	0.99
Cc1ccc(CNC(=O)c2sc3ccc(S(=O)(=O)N4CCCCC4)cc3c2N)cc1	1.1	-5.5	0.95

(listing goes on)
SMILES	STAT3 activator	FLuc act counter	ROMK mod	STAT3 blocker	APP transl inh	FLuc inh counter	STAT1 act	APP 5'UTR act	NF-kB neuron act	STAT1 inh
Cc1ccc(-n2nc(CC#N)c(C#N)c2N)cc1	103.0	1.1	.	2.1	-19.8	-7.3	96.0	19.8	0.9	4.5
Cc1ccc(Nc2ccc(C(N)=O)cc2[N+](=O)[O-])cc1C	97.8	1	-1.58	0.3	9.2	-4.1	91.8	-9.2	1.09	10.9
O=C(CCCn1c(SCC(=O)c2ccc(O)c(O)c2)nc2ccccc2c1=O)NCC1CCCO1 (configuration not stated)	95.7	1.1	.	5.8	9.9	-7.7	96.3	-9.9	0.37	4.1
CCOc1cc(C(=O)Nc2ccon2)cc(OCC)c1OCC	89.4	1.2	0.582	14.7	-0.2	-24.0	97.6	0.2	1.13	-0.3
Cc1ccc(CSCCNS(=O)(=O)c2ccc(C)cc2)cc1	99.5	1	.	-3.8	2.7	-3.6	105.6	-2.7	0.92	-6.1
COc1ccc(OC)c(-c2cc(C(=O)Nc3c(C)nn(Cc4ccccc4C)c3C)no2)c1	86.0	1.1	-0.321	17.1	5.4	-6.6	96.3	-5.4	0.5	4.1
CC(C)c1ccc(Nc2nc(CC(=O)O)cs2)cc1	83.3	0.3	.	21.6	-241.8	71.1*	114.6	241.8*	7.22*	-16.9
C=CCOc1cccc(CNn2cn[nH]c2=S)c1	99.4	1	.	3.5	-5.2	-4.5	101.1	5.2	1.01	-1.2
Cc1ccc(N(CC(O)CN2CCCC2)S(=O)(=O)c2ccccc2)cc1 (configuration not stated)	102.5	1.1	-0.891	-0.2	-5.1	-10.8	100.6	5.1	0.9	-0.7
